All columns: NCI-60 one-dose screen, growth in % after 48 h at 10 µM unless noted; 100 = growth as untreated, 0 = no growth, -100 = all killed.
TK-10: TK-10 renal cancer cells; 3.9% of 81,000 active; AID 1794769
SN12C: SN12C renal cancer cells; 3.8% of 81,000 active
786-0: 786-0 renal cancer cells; 5.1% of 81,000 active
NCI/ADR-RES: NCI/ADR-RES ovarian cells. AID 1794790. 4.4% of 81,000 active
UO-31: UO-31 renal cancer. 5.2% of 81,000 active
IGROV1: IGROV1 ovarian cancer | 4.7% of 79,000 active | AID 1794786
CAKI-1: CAKI-1 renal cancer | 4.7% of 75,000 active
ACHN: ACHN renal cancer; 4.9% of 81,000 active; AID 1794771
The depositor's hits bear a star; · = no result given; & = joins results of further samples. The calls were made as follows: active = growth percent below 10; inactive = the rest.

SMILES	TK-10	SN12C	786-0	NCI/ADR-RES	UO-31	IGROV1	CAKI-1	ACHN
CC(=O)NNc1nc(C)cs1	116	108	105	117	85	110	·	96
CN(C)c1ccc(/C=C/c2sc3ccc4ccccc4c3[n+]2C)cc1	-42*	-54*	-91*	34	16	-11*	-11*	-49*
COc1ccccc1CN(C)c1ccccc1	102	105	102	109	84	99	111	104
Cc1cc(Cl)cc2c1S/C(=C1\Sc3c(C)cc(Cl)cc3C1=O)C2=O	101	93	100	109	78	95	90	90
Fc1c(F)c(F)c(-c2nnc(CN3C=NC4C(N5CCOCC5)=NC=NC43)o2)c(F)c1F (configuration not stated)	145	95	104	105	73	90	77	96
COC(=O)c1c2c(n3ccc(C)cc13)C(=O)c1ccccc1C2=O	86	76	80	73	41	64	59	56
O=C(NNc1nccc(Nc2ccc(S(=O)(=O)Nc3ccncc3)cc2)n1)c1ccccc1	95	107	94	85	94	102	93	104
O=C1Nc2ccc(F)cc2/C1=C\c1c(-c2ccc(F)cc2)nc2ccccn12	·	96	73	92	49	74	67	67
Cc1ccc(-c2nc3nc(-c4ccc(Cl)cc4)nc(N4CCCNCC4)c3o2)cc1	30	-86*	-83*	-67*	-79*	-84*	-92*	-99*
CC(=O)Nc1nc(-c2ccc([N+](=O)[O-])cc2)c(CCC=O)c(=O)[nH]1	122	105	116	100	81	119	123	91
O=C1CC/C=C\CNC(=O)[C@]2(O)C[C@@H](O)[C@@H](O)[C@@H](C2)O1	81	95	92	93	84	96	84	98
CN(C)Cc1c(O)ccc2c(C(N)=O)c(NC(=O)c3ccccc3)sc12	129	66	105	79	36	32	67	47
C/C(CC(C)C)=N/Nc1nc(C)cc(=O)[nH]1	118	99	104	105	85	106	97	104
COc1ccc(/C=C/C(=O)c2cccc(NC(=O)CSc3nc4ccccc4c(=O)n3-c3ccccc3)c2)cc1OC	125	105	103	105	92	105	88	100
CCN(CC)C1N=C(C)Nc2c1sc(=S)n2-c1ccc(OC)cc1OC (configuration not stated)	107	84	94	97	66	85	86	84
O=S(OCCN1CCCC1)C(c1ccccc1)c1ccccc1 (configuration not stated)	104	104	111	111	78	105	99	106
O=c1oc2c(cnc3ccccc32)cc1Sc1ccccc1	99	96	93	102	90	103	92	101
O=S(=O)(O)c1ccc(N=Nc2ccc(N=Nc3ccc(O)c4cccc(S(=O)(=O)O)c34)cc2)cc1	96	109	105	104	82	114	·	111
C=CCc1cc(C(CC)C(CC)c2ccc(O)c(CC=C)c2)ccc1O (configuration not stated)	105	102	114	104	93	133	110	108
COc1ccc(-c2nn(-c3ccccc3)cc2C2SCC(=O)N2c2cccc(F)c2)cc1 (configuration not stated)	104	116	101	106	88	105	98	107
COC(=O)[C@]12CCC(C)(C)C[C@@H]1C1=CC[C@@H]3[C@@]4(C)CC[C@H](N=Cc5ccccn5)C(C)(C)[C@@H]4CC[C@@]3(C)[C@]1(C)CC2	113	111	103	104	98	113	96	104
COc1c(/C=N/NC(N)=O)c(OC)c(OC)c2c1CCO2	94	95	104	110	70	103	105	101
CCOC1Oc2ccc(F)cc2-c2oc(=O)ccc21 (configuration not stated)	101	101	96	93	·	85	86	100
CCc1c(C)c2ccc3oc(=O)c(=O)[nH]c3c2oc1=O	106	98	86	100	95	110	102	119
COc1ccc(-c2cn3c(-c4ccc(OC)cc4)cnc3c(Oc3ccc4c(C)cc(=O)oc4c3)n2)cc1	36	25	·	30	75	71	72	58
Cc1ccc2c(c1)C(=O)/C(=C\Nc1ccc(C(N)=O)cc1)C(O)O2 (configuration not stated)	120	136	110	110	79	·	82	104
COc1cc(C2SCC(=O)N2c2ccc(C)cc2)ccc1OCC(=O)Nc1ccc(C(C)=O)cc1 (configuration not stated)	108	97	102	97	88	95	88	96
Cc1ccc(NC(=O)[C@H]2C[C@@H]2CN2CCN(C)CC2)cc1Nc1nccc(-c2cccnc2)n1	108	98	100	103	87	104	97	101
Nc1nc(SCc2ccc([N+](=O)[O-])cc2)c2ncn(C3OC(CO)C(O)C3O)c2n1 (configuration not stated)	104	97	109	101	68	100	94	95
CCCCNC(C)C(O)c1ccc(-c2ccc(C(O)C(C)NCCCC)cc2)cc1 (configuration not stated)	89	79	68	101	75	82	75	95
COc1cc(/C=C/C(=O)N2CCN(C(=O)/C=C/c3ccc(C(F)(F)F)cc3)CC2)cc(OC)c1OC	106	100	91	93	72	122	95	103
Cc1nnc2c(C#N)c(-c3cccn3C)cc(-c3ccc(Br)cc3)n12	194	93	95	101	84	88	83	104
CSc1ccc(NC(=O)NN(c2ccccc2)C2CCS(=O)(=O)C2)cc1 (configuration not stated)	114	98	112	92	80	107	98	95
O=S(=O)(NCCNc1nccc(-n2cnc3ccccc32)n1)c1cccc2ccccc12	109	100	99	93	89	91	79	97
O=C(COc1ccc(/C=C2\C(=O)Nc3cc(Cl)ccc32)cc1)Nc1ccc(Cl)cc1	127	79	91	67	46	73	55	58
COc1ccc(-c2nn(-c3ccccc3)cc2/C=C2/SC(=S)N(C)C2=O)cc1	28	34	1.3*	75	16	33	38	-0.4*
COc1cc(C(=O)C(=O)c2ccc(OC)c(OC)c2)ccc1O	95	107	110	109	·	·	95	102
COc1ccc(-c2nnc(CNc3ccccc3OC)o2)cc1	116	101	107	95	66	97	·	98
OC(CN1CCOCC1)c1ccccc1 (configuration not stated)	140	108	99	101	90	84	89	95
C=C(CC[C@@H](C)[C@H]1CC[C@@]2(C)C3=C(C[C@H](O)[C@]12C)[C@@]1(C)CC[C@@H](OC(=O)C[C@@](C)(O)CC(=O)OC)C(C)(C)[C@@H]1CC3)[C@H](C)C(=O)O	100	102	106	109	106	109	89	109
CN(C)c1ccc(/C=C2\C(=N)N=C(SCc3nc4ccccc4[nH]3)NC2=O)cc1	154	114	115	115	72	113	89	94
Cc1ccc(S(=O)(=O)Oc2ccc([N+](=O)[O-])cc2[N+](=O)[O-])cc1	110	33	48	85	74	·	82	104
N#C[C@@H]1C[C@@H]2C[C@@H]2N1C(=O)[C@@H](N)C12CC3CC(CC(O)(C3)C1)C2	107	105	108	104	84	117	92	102
CCOc1cc(Cl)c(C(C)NC(=O)c2cccc(OC)c2)cc1OCC (configuration not stated)	-62*	-23*	-75*	1.9*	-92*	28	-39*	-73*
NCCOc1ncccc1/C=C1\c2ccccc2-c2ccc(F)cc21	22	2.4*	6.3*	30	-17*	26	13	-21*
COc1ccc([N+](=O)[O-])cc1NC(=O)CC(=O)c1ccccc1	151	102	100	113	92	96	98	114
CCCCSc1ccccc1	97	106	107	106	93	102	·	·
COc1cccc(OC)c1N	85	105	104	102	87	105	·	112

Eleven entries out of the list, sorted by number of heavy atoms, low to high:
SMILES	TK-10	SN12C	786-0	NCI/ADR-RES	UO-31	IGROV1	CAKI-1	ACHN
CCCCSc1ccccc1	97	106	107	106	93	102	·	·
OC(CN1CCOCC1)c1ccccc1 (configuration not stated)	140	108	99	101	90	84	89	95
COc1ccc(-c2nnc(CNc3ccccc3OC)o2)cc1	116	101	107	95	66	97	·	98
NCCOc1ncccc1/C=C1\c2ccccc2-c2ccc(F)cc21	22	2.4*	6.3*	30	-17*	26	13	-21*
CCOc1cc(Cl)c(C(C)NC(=O)c2cccc(OC)c2)cc1OCC (configuration not stated)	-62*	-23*	-75*	1.9*	-92*	28	-39*	-73*
COc1ccc(-c2nn(-c3ccccc3)cc2/C=C2/SC(=S)N(C)C2=O)cc1	28	34	1.3*	75	16	33	38	-0.4*
CN(C)c1ccc(/C=C2\C(=N)N=C(SCc3nc4ccccc4[nH]3)NC2=O)cc1	154	114	115	115	72	113	89	94
O=C(COc1ccc(/C=C2\C(=O)Nc3cc(Cl)ccc32)cc1)Nc1ccc(Cl)cc1	127	79	91	67	46	73	55	58
O=S(=O)(NCCNc1nccc(-n2cnc3ccccc32)n1)c1cccc2ccccc12	109	100	99	93	89	91	79	97
COc1cc(/C=C/C(=O)N2CCN(C(=O)/C=C/c3ccc(C(F)(F)F)cc3)CC2)cc(OC)c1OC	106	100	91	93	72	122	95	103
C=C(CC[C@@H](C)[C@H]1CC[C@@]2(C)C3=C(C[C@H](O)[C@]12C)[C@@]1(C)CC[C@@H](OC(=O)C[C@@](C)(O)CC(=O)OC)C(C)(C)[C@@H]1CC3)[C@H](C)C(=O)O	100	102	106	109	106	109	89	109

(next part)
SMILES	TK-10	SN12C	786-0	NCI/ADR-RES	UO-31	IGROV1	CAKI-1	ACHN
COc1cccc(-c2cc(C(=O)Nc3ccc(/C=C/c4ccc(OC5CCN(C)CC5)cc4)cc3)ccc2OC)c1	1.8*	-78*	-95*	-11*	38	-56*	109	60
N#CC1=C(NC=O)Oc2c(ccc3ccccc23)C1c1ccccc1 (configuration not stated)	55	40	22	20	41	39	26	43
COc1cc(C(=O)/C=C/c2cccnc2Nc2ccc(Cl)cc2)cc(OC)c1OC	-69*	-59*	-83*	3.6*	-99*	-61*	-6.1*	-97*
Cc1cc[n+](CC[n+]2ccc(C)cc2)cc1	91	91	94	105	93	104	102	115
COc1ccc(C2=NOC(CC(=O)N3CC(C)OC(C)C3)C2)cc1OC1CCCC1 (configuration not stated)	105	98	100	104	77	102	93	102
COc1ccc(C(=O)c2c(N)c(C#N)cn2-c2cccnc2Cl)cc1	101	96	102	100	92	101	93	103
NNC(=O)c1ccccc1N	129	108	97	105	99	127	104	111
O=C(CN1C(=O)CCC1=O)Nc1ncc(Cc2cccc(C(F)(F)F)c2)s1	94	94	97	98	79	104	85	101
N#Cc1c(-c2ccccc2)nc(SC(=O)CCNc2ccccc2)[nH]c1=O	156	101	102	101	75	107	95	98
S=C(c1ccccc1)N1CCN(c2ccccc2)CC1	91	107	62	35	97	·	100	99
CC(=O)N(O)[C@@H](C)/C=C/c1cccc(Oc2ccc(F)cc2)c1	95	59	90	67	39	90	77	74
O=C(CI)NC(Cc1ccccc1)C(=O)O (configuration not stated)	106	112	106	104	89	104	105	117
CCOC(=O)C1=C(O)C(=O)N(Cc2ccccc2)C1	98	101	105	102	92	109	93	106
N#CC(c1ccccc1)C(C#N)c1ccc(Cl)cc1 (configuration not stated)	87	89	97	96	72	93	101	97
Cc1cccc(Cc2ccccc2C(=O)c2ccc3ccccc3c2)c1	112	89	96	96	56	83	80	110
CN(C)CCn1c2ccc(Br)cc2c2nc3ccccc3nc21	62	26	34	32	11	18	14	9.3*
CCCCCCCCN(CCCCCCCC)CC(O)c1ccc(Cl)c(C)c1Cl (configuration not stated)	95	84	92	90	45	·	73	75
COC(=O)CC[C@@H]1O[C@@H](c2ccc(F)cc2)[C@@H](O)[C@H]1O	101	109	105	104	94	113	97	101
CC(C)Cc1ccc(C(C)C(=O)OCc2ccc(Cn3c(=O)sn(CCCCl)c3=O)cc2)cc1 (configuration not stated)	101	101	102	106	87	100	89	103
CCOC(=O)/C=C/c1ccc(O)cc1	96	102	105	103	79	103	100	96
O=Nc1c(O)cc(O)c2ccccc12	118	113	105	96	71	109	94	85
Cc1nccc2c3ccc(OCc4cn(-c5ccc(Cl)cc5)nn4)cc3n(CC(C)C)c12	14	38	2.7*	14	12	44	·	35
COc1ccc(/C=N\NC(=O)OC(C)(C)C)c(OC)c1OC	114	98	108	117	96	117	108	104
O=C(Cc1ccc(/C=C/C(=O)c2ncc[nH]2)cc1)Nc1cc(C(F)(F)F)cc(C(F)(F)F)c1	115	95	52	102	63	84	78	105
O=C(CSc1nc2ccccc2c(=O)n1-c1ccccc1)Nc1cccc(C(=O)/C=C/c2ccccc2Cl)c1	138	102	105	104	91	107	96	103
NC(=O)CC1C=C(Br)C(=O)C(Br)=C1	74	123	114	114	95	·	85	122
C=CCc1cc(C(C)(C)CC(C)(C)C)cc(CN(C)C)c1O	111	107	·	108	84	104	92	113
CN1CCN(c2nc(-c3ccncc3)nc3sc4c(c23)CCCCCC4)CC1	·	68	·	65	34	76	47	68
O=c1cc(COc2ccc(N=Cc3ccccn3)cc2)c2cc(F)ccc2o1	105	99	94	100	71	103	95	99
O=C(CCN1CCOCC1)Nc1cccc(-n2cc(-c3ccncc3)c(-c3ccc(Cl)c(O)c3)n2)c1	54	43	12	22	42	52	39	34
COc1cccc(Nc2nc(SC)nc(-c3cccc([N+](=O)[O-])c3)c2C#N)c1	76	69	36	70	27	75	60	24
CC(C(=O)c1c([O-])on[n+]1-c1ccccc1)N1CCOCC1 (configuration not stated)	111	102	111	105	83	103	102	102
COc1ccc(/C=N/Nc2c3ccccc3nc3ccccc23)cc1	107	91	91	102	76	88	88	99
CCN(CC)C(=S)SC(SC(=S)N(CC)CC)C(=O)c1nnn(-c2ccc(Cl)cc2)c1C	118	101	99	102	81	70	91	103
CCc1csc(=S)[nH]1 (tested in a mixture with another compound)	115	95	107	108	76	48	99	114
CNc1cccc2c1C(=O)c1cccc(N)c1C2=O	26	91	38	85	62	67	·	72
CN(C)CCN(CC(=O)O)CC(=O)O	107	102	105	110	102	111	113	99
O=C(O)c1[nH]c(=O)[nH]c(=O)c1[N+](=O)[O-]	119	108	106	103	96	133	95	102
CCN1C(=O)c2ccc3c4c(ccc(c24)C1=O)C(=O)N(CCCNCc1ccccc1OC)C3=O	-28*	-92*	-52*	4.4*	-43*	-63*	-11*	-67*
COc1cc(C2c3cc4c(cc3CCN2C)OCO4)cc(OC)c1OC (configuration not stated)	105	106	91	92	90	101	·	101
COC(=O)c1ccc2c(c1)nc(-c1ccc(OC)cc1)n2-c1cc(C(C)(C)C)[nH]n1	109	97	90	83	50	100	·	102
O=C(Nc1cccc(C2=NCCN2)c1)Nc1cccc(C2=NCCN2)c1	128&75	92&96	103&91	113&88	86&62	85	162&94	108&89

Filtered by structure: the entries above with a tert-butyl group.
SMILES	TK-10	SN12C	786-0	NCI/ADR-RES	UO-31	IGROV1	CAKI-1	ACHN
COc1ccc(/C=N\NC(=O)OC(C)(C)C)c(OC)c1OC	114	98	108	117	96	117	108	104
C=CCc1cc(C(C)(C)CC(C)(C)C)cc(CN(C)C)c1O	111	107	·	108	84	104	92	113
COC(=O)c1ccc2c(c1)nc(-c1ccc(OC)cc1)n2-c1cc(C(C)(C)C)[nH]n1	109	97	90	83	50	100	·	102
